# PPC-1+TRAIL kill: compounds killing PPC-1 cancer cells with TRAIL present (potentiator screen, no TRAIL-free arm); PPC-1 cells + TRAIL, ATPLite viability luminescence; cell killing (% activity), % at 4 µM; 220,000 compounds, 0.41% hits;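 active = cell killing above 50% in the first pass at 4 µM, then a duplicate retest at 5 µM averaging 50% or more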;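 note: plate controls were cells with TRAIL plus DMSO for no effect and medium-only wells lacking cells for full effect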
# TRPML3 agonist: activates the human TRPML3 channel. AID 1448. 220,000 compounds, 0.29% hits. Q8TDD5. activation, % at 3 µM. HEK293 TRPML3-YFP, Fluo-8 calcium fluorescence; 100% = the carbachol control signal;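 active = activation above its plate's cutoff, the mean activation of the plate's test wells plus 3 SD, cut at about 12% in these data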;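 note: 0% = DMSO only wells and 100% = carbachol wells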
# Target sequence (Q8TDD5 whole entry, looked up): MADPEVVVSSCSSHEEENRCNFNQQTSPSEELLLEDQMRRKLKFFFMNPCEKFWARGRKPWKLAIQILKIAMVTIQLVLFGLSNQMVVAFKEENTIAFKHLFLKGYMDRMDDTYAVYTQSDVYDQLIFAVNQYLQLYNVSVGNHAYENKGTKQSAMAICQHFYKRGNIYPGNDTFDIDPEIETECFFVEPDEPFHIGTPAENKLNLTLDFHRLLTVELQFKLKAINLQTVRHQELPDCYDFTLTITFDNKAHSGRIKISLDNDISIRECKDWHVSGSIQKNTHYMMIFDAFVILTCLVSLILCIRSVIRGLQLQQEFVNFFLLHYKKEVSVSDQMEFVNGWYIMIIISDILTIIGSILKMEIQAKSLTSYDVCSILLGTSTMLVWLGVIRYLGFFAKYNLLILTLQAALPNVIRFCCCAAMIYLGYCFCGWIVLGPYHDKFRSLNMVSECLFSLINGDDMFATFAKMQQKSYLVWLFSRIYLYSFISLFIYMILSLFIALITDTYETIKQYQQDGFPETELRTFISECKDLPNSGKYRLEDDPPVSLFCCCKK
#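 system = HEK293 cells stably carrying human TRPML3-YFP | doses = one concentration, 3 µM nominal, 0.3% DMSO | timing = dye loading 1 h 37 °C then 30 min ambient, 125 s read | detection = Fluo-8 calcium dye fluorescence, ex 470-495, em 515-575 nm | benchmarks = high control carbachol 87 µM, low control DMSO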
# Tb hexokinase: T. brucei hexokinase 1 inhibition. 220,000 compounds, 0.11% hits. recombinant TbHK1, G6PDH-coupled NADH A340. inhibition, % at 10 µM;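 active = inhibition of 50% or more in the single-dose primary screen; inactive = inhibition below 50%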
# EBV gp42 block: inhibitors of Epstein-Barr virus glycoprotein 42; inhibition, % (tested at 21.74 µM); Q1HVG2; AID 1085; Fluorescence polarization binding assay, mP read-out; 220,000 compounds, 0.42% hits; in the data active = inhibition above about 50%
# Target sequence (Q1HVG2 whole entry, looked up): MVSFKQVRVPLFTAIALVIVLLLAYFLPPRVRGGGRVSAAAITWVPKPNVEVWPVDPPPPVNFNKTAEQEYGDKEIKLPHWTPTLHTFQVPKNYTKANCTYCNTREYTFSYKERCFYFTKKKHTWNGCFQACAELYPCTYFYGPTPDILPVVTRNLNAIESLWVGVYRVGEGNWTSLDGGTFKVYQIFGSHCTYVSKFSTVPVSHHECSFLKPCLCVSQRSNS
# thrombin 1536: inhibitors of human thrombin. P00734. alpha-thrombin, Boc-VPR-AMC fluorogenic substrate cleavage. inhibition, % at 5 µM. 220,000 compounds, 0.26% hits;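 active = inhibition at or above 40%; inactive = inhibition below 40%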;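 note: 0% = enzyme with no compound and 100% = wells without enzyme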
#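 signal = AMC fluorescence, 355/460 nm | material = human alpha-thrombin enzyme | control set = enzyme without compound as high, wells lacking enzyme as low | times = reaction at room temperature | read-out basis = percent inhibition scaled between no-compound controls and no-enzyme blanks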
# Furin inh: inhibitors of human furin; P09958; purified furin, fluorogenic substrate cleavage; inhibition, % at 30 µM; 220,000 compounds, 0.061% hits; in the data active = inhibition above about 25%; note: inactives centre near -15
# TRPN1 ag: agonists of zebrafish TRPN1 channel; AID 1424; activation, % at 3 µM; HEK293 zebrafish TRPN1-YFP, Fluo-8 calcium fluorescence; 100% = response to 87 µM carbachol; 220,000 compounds, 0.18% hits;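 active = activation above its plate's cutoff, the mean activation of test wells on that plate plus 3 SD, cut at about 19% in these data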;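 note: 0% = DMSO alone and 100% = 87 µM carbachol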
#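 System: zebrafish TRPN1-YFP in HEK293 cells / Dosing: 3 µM single point / Timing: dye loading 1 h at 37 °C, then 30 min room temperature / Signal: Fluo-8 calcium fluorescence, excitation 470-495 nm, emission 515-575 nm / Read-out basis: percent activation from peak over basal fluorescence ratio, control-normalized / Control set: high carbachol 87 µM, low DMSO alone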
# m-calpain inh: inhibitors of pig calpain II | 220,000 compounds, 0.37% hits | inhibition, % at 16 µM | purified calpain II, fluorogenic peptide substrate, 30 min | AID 1236;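 active = inhibition above about 50%, limit read from the data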
# Cl transport mod: KCC2 (human) Cl- transport modulation; KCC2 cells, thallium flux FluoZin-2 fluorescence; 190,000 compounds, 2.2% hits; B-score of Tl+ flux slope (higher = more flux/activation; lower = inhibition) at 10 µM;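 active = thallium flux slope and its plate-corrected score both differing from the plate sample mean at a set confidence after two filtering rounds, in either direction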;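 note: slope of fluorescence scaled to starting intensity during 10 to 20 s after thallium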
# Active calls of the source: *; . = not tested or not shown; [ ] = another dose, or the depositor's remark. No enrichment for hits; 3.6% or so of the library scored in one or more.
SMILES,PPC-1+TRAIL kill,TRPML3 agonist,Tb hexokinase,EBV gp42 block,thrombin 1536,Furin inh,TRPN1 ag,m-calpain inh,Cl transport mod
ClC1(Cl)CC1Cn1c(C2CC2)nc2ccccc21 (stereo not drawn),.,0.3,1,-8,-11,-27,0.5,6,-0.63
O=C1Cn2c(nc3ccccc32)N1c1ccccc1F,-11,1.2,7,-22,3,-21[20 µM],-0.1,-8,1
COC(=O)C(C(C)C)N1CCc2c(C)nc3c(C#N)cnn3c21 (stereo not drawn),17,0.1,-13,-2,4,-25,-0.5,-93,-0.51
COC(=O)CCCCC1SCC2NC(=O)NC21O (stereo not drawn),9,0.5,-3,-6,-1,-17[20 µM],0.9,-19,0.27
CC(C)CC(c1nnnn1C1CCCC1)N1CCN(C(=O)c2ccco2)CC1 (stereo not drawn),5,-0.5,6,0,-2,-16,0.1,5,0.57
N=c1c2c3c(sc2ncn1CCCN1CCOCC1)CCCCC3,-11,-0.5,1,-2,-3,-21,0.1,19,7.3e-05
CN(C)S(=O)(=O)c1cccc(NC(=O)CN2C(=O)NC(CCc3ccccc3)C2=O)c1 (stereo not drawn),7,0.8,-8,0,-12,-17,1.5,-30,-0.075
CC(=O)NC(Cc1ccccc1)C(=O)OCC(=O)c1ccc(Br)cc1 (stereo not drawn),27,0.3,0,4,3,-17,0.6,7,-0.17
CCn1c2ccccc2c2cc(NS(=O)(=O)c3ccccc3C)ccc21,-12,-0.9,5,-11,4,-14[20 µM],-0.9,41,.
O=C(O)C1Cc2ccccc2CN1C(=O)CSc1nnc2ccccn12 (stereo not drawn),-3,0.8,-9,2,-9,-24,-1.4,-31,-0.087
NC(=O)C1CCN(CC(=O)NC2CCCc3ccccc32)CC1 (stereo not drawn),7,0.9,-4,1,1,-15,1.3,-21,0.68
COc1ccc(CCNC(=S)NCCc2c[nH]c3ccccc23)cc1,9,0.5,-3,-2,-10,-10,1.4,11,0.0097

# Retrieved one by one from the list above, 3 records:
SMILES,PPC-1+TRAIL kill,TRPML3 agonist,Tb hexokinase,EBV gp42 block,thrombin 1536,Furin inh,TRPN1 ag,m-calpain inh,Cl transport mod
COC(=O)CCCCC1SCC2NC(=O)NC21O (stereo not drawn),9,0.5,-3,-6,-1,-17[20 µM],0.9,-19,0.27
CN(C)S(=O)(=O)c1cccc(NC(=O)CN2C(=O)NC(CCc3ccccc3)C2=O)c1 (stereo not drawn),7,0.8,-8,0,-12,-17,1.5,-30,-0.075
N=c1c2c3c(sc2ncn1CCCN1CCOCC1)CCCCC3,-11,-0.5,1,-2,-3,-21,0.1,19,7.3e-05

# Remaining list, next part:
SMILES,PPC-1+TRAIL kill,TRPML3 agonist,Tb hexokinase,EBV gp42 block,thrombin 1536,Furin inh,TRPN1 ag,m-calpain inh,Cl transport mod
CC1CCN(C(=O)Nc2ccc3nsnc3c2)CC1,33,0.1,-15,-5,-3,-5[20 µM],0.6,-292,0.79
Cc1ccc2nc(C)c3c(c2c1)SCC3,2,-0.1,1,-11,-4,-28,-0.1,-15,-1.1
O=C(NNC(=O)C1CC(c2cccnc2)=NO1)Nc1ccccc1F (stereo not drawn),11,0.6,2,3,4,-22,1.8,-5,-0.043
COC(=O)C1=C(C)N=C2SC(C)C(=O)N2C1/C=C/c1ccccc1OC (stereo not drawn),9,0.2,-22,8,2,-12,-0.5,-30,-1.7
COc1ccc(C2=NOC(C(=O)NCC(C)C)C2)cc1 (stereo not drawn),26,-0.4,-9,-15,2,-8,-0.1,14,.
COc1ccc(C(=O)/C=C2/c3ccccc3CC(C)(C)N2C)cc1,31,0.6,-7,-7,-5,-22[20 µM],1.7,22,.
Cc1cc2cc(CNC(=O)Cc3cccs3)ccc2n1C,12,.,-2,2,-8,-32,.,-34,-0.6
CC(C)c1onc(C(=O)NC2CCCCC2)c1[N+](=O)[O-],19,-1.1,-2,7,0,-6,0.0,18,-0.26
O=C(Nc1cccc(C(F)(F)F)c1)c1cccnc1N1CCOCC1,28,0.4,-4,-16,2,-21,0.4,2,-0.36
CC(C)c1ccc(NC(=O)c2cc(Br)ccc2Br)cc1,-1,1.1,4,-3,-1,-29,0.2,-25,-0.77
NC(=S)N/N=C/c1cccc(O)c1O,15,-0.7,-14,5,3,-13,-0.1,-47,1.1
COC(=O)C1=C(O)/C(=C\c2ccc(CNS(=O)(=O)c3ccc(Cl)cc3)o2)N=C1C,-3,-0.1,25,-11,8,5,-0.1,-25,-1.7
CSc1ncc(CN2CCN(CCC(C)C)C(CCO)C2)cn1 (stereo not drawn),-2,-0.1,-3,-12,-9,-22,-0.6,-11,0.11
Cc1ccc2c(c1)-c1cc(C)nn1C(c1sccc1C)N2 (stereo not drawn),-9,0.0,20,7,-5,-28,-0.9,-71,.
COc1cc2c(cc1NC(=O)COC(=O)CNC(=O)c1ccccc1)oc1ccccc12,24,-0.1,-14,-7,-3,-30,0.1,-11,0.13
COc1ccccc1Oc1coc2cc(OC(=O)N3CCOCC3)ccc2c1=O,2,0.1,-3,-12,10,-18[20 µM],0.5,3,-1.2
COc1cc(OC)c(C2C(C#N)=C(N)OC3=C2C(=O)CC(C)(C)C3)cc1OC (stereo not drawn),17,0.7,-5,0,2,-12[20 µM],0.8,6,0.8
CN(C)S(=O)(=O)c1ccc(C(=O)Nc2nc3ccccc3[nH]2)cc1,15,0.8,-11,-1,1,-29,3.9,-26,-0.43
CCOc1cc(C(N)=O)cc(Br)c1OCc1ccccc1,32,-1.2,8,4,37,3,-3.1,23,-0.066
Cc1cc(C(=O)O/N=C(\N)c2ccncc2)ccc1[N+](=O)[O-],10,0.3,-1,-7,-7,-4,1.4,17,0
CC(=O)NCCC(=O)Nc1ccc(C)c(F)c1,6,0.8,-2,-5,-1,11[20 µM],1.4,14,-0.65
CCN1CCN(c2ncnc3c2cnn3-c2ccccc2)CC1,-4,0.9,-8,-8,-10,-8,2.4,-1,0.42
CCOc1ccc(OCC)c(NC(=O)C2CCN(c3nn4c(=O)cc(C)nc4s3)CC2)c1,13,-0.8,-1,-12,-3,-17,-2.0,-22,0.65
CCOC(=O)C1CCN(c2nc(N)c3c(N)nc(SCC(=O)O)cc3c2C#N)CC1,13,1.0,-2,8,-5,-2,1.6,-324,0.18
CCOC(=O)/C(=N/Nc1ccc(OC)cc1)Sc1nnc(CCc2ccccc2)n1-c1ccccc1,0,-0.7,-7,-4,-1,-8,-1.2,-32,-2
C[C@]12CC[C@@H]3c4ccc(OC(=O)c5ccccc5)cc4CC[C@H]3[C@@H]1CC[C@@H]2O,30,0.7,-2,-3,25,-7,0.6,31,0.39
COc1ccc(Br)cc1/C=N/NC(=O)Cn1nnnc1N,0,-0.8,-30,-9,2,-29,2.1,-15,0.068
COc1ccc(N2CCN(C(=O)C3CCN(S(=O)(=O)c4cccs4)CC3)CC2)cc1,-45,2.5,2,-3,-15,-15,-0.2,-21,-0.22
CCOC(=O)CSc1n[nH]c(-c2ccco2)n1,40,0.7,-11,-13,1,-23,0.3,-15,0.96
Cc1cc(C)c(C2=NOC3C4CCC(C4)C23)c(C)c1 (stereo not drawn),4,24*,-7,0,-8,-15,-0.7,-8,0.011
CC1CCN(c2ccc(/C=C(\C#N)c3nn(-c4ccccc4)c(N)c3C#N)cc2[N+](=O)[O-])CC1,9,1.2,-4,-2,4,0,1.0,-30,-0.49
CC(=O)N(c1ccc(N(C(C)=O)S(=O)(=O)c2cccs2)cc1)S(=O)(=O)c1cccs1,2,-0.2,-5,-3,6,-18[20 µM],-0.8,6,1.3
CC1=C(C(N)=O)C(c2cccs2)n2ncnc2N1 (stereo not drawn),4,0.8,-1,-13,0,-16,2.3,1,.
COc1cc(/C=N/NC(=O)CCn2nc(C)cc2C)ccc1O,-5,2.8,-26,-8,-9,-21,-0.7,-19,0.42
Cc1cnc(NS(=O)(=O)c2ccccc2)c(Br)c1,-7,0.5,32,-1,-1,-27,2.0,-16,0.1
CCOC(=O)c1cc(-c2ccco2)nc2c1c(C)nn2CCC#N,-10,0.1,-11,-14,1,-16[20 µM],-1.0,-388,-1.4
Cc1ccc(C(=O)COC(=O)C2C3C=CC(C3)C2C(=O)OCC(=O)c2ccc(C)c(C)c2)cc1C (stereo not drawn),1,0.1,5,-16,-4,-22,1.3,-6,0.34
CC(=O)NCCC(=O)Nc1nc(C)c(Cc2ccc3c(c2)OCO3)s1,16,0.2,32,-32,-4,-19,-1.2,5,0.21
COc1cc2nc(SCC(=O)NCCc3ccccc3)n(Cc3ccco3)c(=O)c2cc1OC,8,0.0,-4,-2,-2,-18,1.6,-19,0.48
CC(=O)Nc1ccc(S(=O)(=O)Nc2ccc(N3CCOCC3)cc2)cc1,-4,0.7,-3,-25,-4,-14,0.7,12,.
CCOCCCNC(=O)CN1C(=O)/C(=C/c2ccccc2C)Sc2ccccc21,-1,0.1,-8,-5,0,-9,-1.4,18,-0.69
CCOC(=O)c1cnn(-c2nc(OC)cc(OC)n2)c1C(F)(F)F,12,0.3,-7,-7,-7,-7,-0.4,-6,-11*
O=C(COC(=O)c1c[nH]c(=O)[nH]c1=O)NCc1ccccc1,-11,0.6,-15,-7,-1,-13[20 µM],-0.4,18,0.76
Cc1cccc(C)c1NC(=O)CCCSc1nc2ccccc2s1,0,0.4,-1,-6,-1,-17,1.2,3,.
CCOC(=O)CCCNC(=O)COC(=O)c1cc(C)cc(C)c1,-5,0.5,3,6,-5,-19[20 µM],-1.9,-13,-0.32
CC(=O)Nc1ccc(C(=O)N/C(=C\c2ccccc2)C(=O)Nc2cccc(C(=O)O)c2)cc1,16,0.9,-18,-9,-1,-16,1.7,13,.
O=C(COc1ccc2ccccc2c1)NNC(=O)c1ccc([N+](=O)[O-])cc1,5,0.8,-3,7,-7,-30,0.7,-95,-2.8
COc1ccc(CCNC(=O)COc2ccc(C)nc2[N+](=O)[O-])cc1OC,4,-0.5,-11,-24,-10,-19,0.5,24,0.37
Fc1cccc(NCc2ccoc2)c1,39,0.2,-2,-24,5,-18,1.3,-10,.
Cc1ccc(-n2c(SCC(=O)NCc3ccco3)nc3nc4c(cc3c2=O)COC(C)(C)C4)cc1,-3,0.6,-4,-5,-8,-8,-0.5,-48,0.029
Cc1cc(C)cc(-n2ccnc2SCC(=O)Nc2nccs2)c1,2,-1.2,3,-1,-4,-21,-1.1,2,-0.28
CCCCc1nc(SCC(=O)Nc2ccc(S(N)(=O)=O)cc2)n[nH]1,8,0.9,2,5,13,-9[20 µM],1.8,14,1.5

# Part of the list above in order of length of the SMILES, rising:
SMILES,PPC-1+TRAIL kill,TRPML3 agonist,Tb hexokinase,EBV gp42 block,thrombin 1536,Furin inh,TRPN1 ag,m-calpain inh,Cl transport mod
CCCCc1nc(SCC(=O)Nc2ccc(S(N)(=O)=O)cc2)n[nH]1,8,0.9,2,5,13,-9[20 µM],1.8,14,1.5
COc1ccc(CCNC(=O)COc2ccc(C)nc2[N+](=O)[O-])cc1OC,4,-0.5,-11,-24,-10,-19,0.5,24,0.37
O=C(COc1ccc2ccccc2c1)NNC(=O)c1ccc([N+](=O)[O-])cc1,5,0.8,-3,7,-7,-30,0.7,-95,-2.8

# Looked up above:
# Cl transport mod, `Cc1ccc(-n2c(SCC(=O)NCc3ccco3)nc3nc4c(cc3c2=O)COC(C)(C)C4)cc1` reads 0.029
# EBV gp42 block, `Fc1cccc(NCc2ccoc2)c1` reads -24
